CHRM1 antagonist – human CHRM1 antagonism | P11229 | CHO-K1 hM1, Fluo-8 calcium fluorescence, ACh EC80 antagonist | inhibition, % at 3 µM | 360,000 tested, 1.3% active;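 active = percent inhibition above its own plate's cutoff, namely the mean of that plate's compound wells plus 3 SD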;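 also: peak over basal fluorescence ratio during 140 s after agonist addition; 0% = ACh EC80 plus DMSO and 100% = DMSO alone without agonist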
Target sequence (P11229 whole entry, looked up): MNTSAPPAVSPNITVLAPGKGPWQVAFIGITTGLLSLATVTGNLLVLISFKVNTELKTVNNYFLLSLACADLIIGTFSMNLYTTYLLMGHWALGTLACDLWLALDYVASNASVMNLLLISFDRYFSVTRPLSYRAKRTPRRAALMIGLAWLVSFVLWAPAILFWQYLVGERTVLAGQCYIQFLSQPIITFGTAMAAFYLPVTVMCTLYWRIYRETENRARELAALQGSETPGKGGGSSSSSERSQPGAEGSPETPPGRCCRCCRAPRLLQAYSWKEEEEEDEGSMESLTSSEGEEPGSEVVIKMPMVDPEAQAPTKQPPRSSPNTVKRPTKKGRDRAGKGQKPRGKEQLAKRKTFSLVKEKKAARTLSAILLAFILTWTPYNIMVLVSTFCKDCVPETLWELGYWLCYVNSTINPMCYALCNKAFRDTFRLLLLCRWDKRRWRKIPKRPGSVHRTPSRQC
TAAR1 ag – human TAAR1 agonism | Q96RJ0 | CHO RD-HGA16 TAAR1, Fluo-8 calcium fluorescence; vehicle wells 0%, saturating PEA agonist 100% | activation, % at 3 µM | 360,000 tested, 0.99% active | AID 624467;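 active = activation above the mean activation of all test compounds in the run plus 3 SD, cut at about 38% in these data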
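Test system: RD-HGA16 (CHO) cells co-expressing Gα16 and hTAAR1; dosing: one-point dosing at 3 µM (nominal); timing: 17-24 h seeding, 75 min 37 °C dye, 30 min RT; signal: kinetic Fluo-8 calcium fluorescence; read-out basis: % activation relative to PEA EC100 response; controls: DMSO and PEA EC100; replicates: n 1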
CHRM1 PAM – human CHRM1 positive allosteric modulation; P11229; CHO-K1 hM1, Fluo-8 calcium fluorescence, ACh EC20; 0% = ACh EC20, 100% = maximal ACh; activation, % at 3 µM; 360,000 tested, 0.088% active; in the data active = activation above about 19%, passing the limit was not always enough
CHRM5 antagonist – blocks acetylcholine activation of human M5 receptor | inhibition, % at 3 µM | AID 624040 | 360,000 tested, 0.59% active | CHO-hM5 cells, Fluo-8 calcium fluorescence, ACh EC80 | P08912;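 active = inhibition above a per-plate cutoff, the mean of that plate's test compounds plus 3 SD, cut at about 27% in these data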;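 also: 0% = acetylcholine EC80 with DMSO and 100% = DMSO without agonist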
M4 antag – blocks acetylcholine activation of human M4 receptor. AID 624125. 360,000 tested, 0.73% active. inhibition, % at 3 µM. CHO-hM4 cells, ACh EC80, Fluo-8 calcium fluorescence. P08173;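 active = inhibition above its plate's cutoff, the mean inhibition of sample wells plus 3 SD, cut at about 27% in these data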;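 also: 0% = acetylcholine EC80 with DMSO and 100% = DMSO without agonist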
Target sequence (P08173 whole entry, looked up): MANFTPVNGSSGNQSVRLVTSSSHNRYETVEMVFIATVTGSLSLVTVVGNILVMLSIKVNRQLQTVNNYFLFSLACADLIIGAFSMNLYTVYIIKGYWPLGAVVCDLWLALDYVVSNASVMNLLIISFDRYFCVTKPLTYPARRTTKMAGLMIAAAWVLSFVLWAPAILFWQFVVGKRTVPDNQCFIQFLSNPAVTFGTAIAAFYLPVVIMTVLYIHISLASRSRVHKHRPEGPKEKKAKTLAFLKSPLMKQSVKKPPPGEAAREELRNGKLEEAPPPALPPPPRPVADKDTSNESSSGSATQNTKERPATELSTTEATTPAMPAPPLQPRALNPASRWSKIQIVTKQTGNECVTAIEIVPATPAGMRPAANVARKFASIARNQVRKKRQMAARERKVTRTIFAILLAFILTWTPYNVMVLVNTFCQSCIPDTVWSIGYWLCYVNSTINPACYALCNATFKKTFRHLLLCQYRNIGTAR
M5 ag – CHRM5 agonism in calcium assay | P08912 | CHO-K1 hM5 cells, Fluo-8 calcium fluorescence; 0% DMSO wells, 100% maximal acetylcholine response | activation, % at 3 µM | 360,000 tested, 0.19% active | AID 624037;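 active = activation above the run's mean over test compounds plus 3 SD, cut at about 23% in these data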;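 also: signal is peak over basal fluorescence ratio across the kinetic read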
CHRM4 agonist – CHRM4 agonism in calcium assay | P08173 | CHO-K1 hM4/Gqi5, Fluo-8 calcium fluorescence; vehicle 0%, full acetylcholine response 100% | activation, % at 3 µM | 360,000 tested, 0.14% active | AID 624127;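 active = activation above the run mean over all test wells plus 3 SD, cut at about 32% in these data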;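 also: peak over basal fluorescence ratio per well then scaled between controls; 0% = DMSO wells and 100% = acetylcholine at EC100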
M5 PAM – potentiates acetylcholine response at human M5 receptor. P08912. activation, % at 3 µM. 360,000 tested, 0.3% active. AID 624038. CHO-K1 hM5, Fluo-8 calcium, ACh EC20 PAM; 0% = ACh EC20, 100% = ACh EC100;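 active = activation above the run cutoff, the mean activation of all test compounds plus 3 SD, cut at about 18% in these data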
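system = human M5 receptor in CHO-K1 cells | reagent = EC20 acetylcholine as agonist stimulus | compound dosing = single-point, 3 µM nominal | incubation = Fluo-8 loading 80 min at 37 °C plus 30 min room temperature | detection = Fluo-8 calcium dye fluorescence, kinetic read | benchmarks = low control EC20 acetylcholine (0%), high control EC100 acetylcholine (100%)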
M1 ag – human M1 muscarinic receptor agonism. CHO-K1 hM1, Fluo-8 calcium fluorescence, agonist mode; 0% DMSO, 100% acetylcholine EC100. AID 588814. 360,000 tested, 0.33% active. activation, % at 3 µM;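 active = activation above the run's mean compound activation plus 3 SD, cut at about 16% in these data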;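 also: peak over basal fluorescence ratio within a 140 s kinetic read after compound addition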
* marks the source's active call; other numbers are inactive results; / = no result given; & = joins results of further samples; ! = not active in a repeat. Not all compounds are listed; rates above refer to the full screens.

No. | molecule | CHRM1 antagonist | TAAR1 ag | CHRM1 PAM | CHRM5 antagonist | M4 antag | M5 ag | CHRM4 agonist | M5 PAM | M1 ag
1 | Cc1ccc2c(Cl)cc(Cl)c(OCC(=O)OCC(=O)Nc3ccc(C#N)cc3)c2n1 | -3 | 6 | 3 | -2 | -3 | -2 | 0 | -1 | -3
2 | c1ccc(CNc2ncnc3ccccc23)cc1 | 12&33 | 11&2 | -11&-23 | 20&26 | 38*! | 24*! | 34*! | -14&-19 | -2&15
3 | Oc1oc(-c2ccccc2)nc1/C=N/c1ccccn1 | 5 | 3 | 5 | 1 | 0 | 0 | 1 | -2 | 1
4 | CCOc1cc2c(cc1OCC)C(c1ccc(OC)c(OC)c1)N(c1ccc(C(=O)O)cc1)C(=O)C2 (stereo unspecified) | -12 | 0 | 12 | 4 | -2 | 1 | 0 | 12 | -1
5 | COc1ccc(/C=C/C2=CC(C)(C)NC(=S)N2)cc1OC | 6 | -1 | 12 | -9 | -3 | 0 | 1 | 10 | 2
6 | CN(CC(CC(=O)Nc1nncs1)c1ccccc1)S(=O)(=O)c1ccccc1 (stereo unspecified) | -11 | 1 | 5 | 0 | -7 | 2 | 4 | -6 | -1
7 | COc1cc(C(=O)N2CCN(c3ccccn3)CC2)cc(OC)c1OC | -11 | 1 | 9 | 5 | 8 | -2 | 2 | 0 | -6
8 | CC1(C(=O)CSc2nc3ccccc3[nH]2)CCC(=O)O1 (stereo unspecified) | -7 | 0 | 7 | -4 | -2 | -1 | 2 | 3 | -1
9 | c1ccc(CCn2cnc3ccccc32)cc1 | -11 | 0 | 7 | -4 | -9 | -5 | 1 | 3 | -3
10 | CCCCN(C(=O)CN1CC(C)OC(C)C1)c1c(N)n(CC(C)C)c(=O)[nH]c1=O (stereo unspecified) | -5 | 11 | 5 | 2 | 2 | 1 | 0 | 0 | -7
11 | Cc1ccc(F)cc1NCC(=O)Nc1ccc(Br)cc1 | -15 | 5 | 5 | -10 | -14 | -1 | 7 | 7 | -6
12 | CC(C)(C)NC(=O)C(c1cccs1)N(Cc1ccc(F)cc1)C(=O)c1csnn1 (stereo unspecified) | 3 | 10 | 0 | 37* | 6 | -5 | 3 | -14 | -3
13 | COc1cccc(-c2cnc3c(NC(C)=O)cc(-c4cccc(NC(C)=O)c4)cn23)c1 | 5 | 7 | -9 | 8 | 4 | 1 | 15 | -5 | -3
14 | CC/C(=C/c1sc2ccccc2[n+]1CC)SC | -4 | -1 | 2 | -11 | -16 | -6 | 2 | 8 | -10
15 | CC(Oc1ccc(C(=O)c2ccccc2)cc1)C(=O)Nc1ccc(S(N)(=O)=O)cc1 (stereo unspecified) | 5 | 74* | 1 | 7 | -7 | 16 | 21 | -9 | 14
16 | Cc1ccc(/C=N/NC(=O)CNC(=O)c2ccc(S(=O)(=O)N(C)C)cc2)cc1 | 1 | 21 | 2 | -7 | 7 | 1 | 1 | 1 | -6
17 | CC(=O)Nc1cccc(OCC(O)Cn2c(C)nc3ccccc32)c1 (stereo unspecified) | 3 | 10 | 4 | 0 | 0 | 3 | 1 | 2 | -7
18 | COc1ccc(S(=O)(=O)N2CCN(Cc3ccccc3)CC2)cc1 | 2 | 8 | -2 | 7 | 8 | -11 | -1 | -4 | -6
19 | Cc1nc2ccc(C(=O)N3CCCC(CO)(Cc4ccc(F)cc4F)C3)cc2nc1C (stereo unspecified) | -11 | 6 | 0 | -5 | -27 | -2 | 12 | -2 | -3
20 | O=C(O)/C=C/c1ccc(S(=O)(=O)Nc2cccnc2)cc1 | -8 | 1 | 2 | 2 | -6 | 1 | 0 | 0 | -5

Single records, as listed above. Order of values: CHRM1 antagonist | TAAR1 ag | CHRM1 PAM | CHRM5 antagonist | M4 antag | M5 ag | CHRM4 agonist | M5 PAM | M1 ag
`Cc1nc2ccc(C(=O)N3CCCC(CO)(Cc4ccc(F)cc4F)C3)cc2nc1C` (stereo unspecified) across the screens: -11 | 6 | 0 | -5 | -27 | -2 | 12 | -2 | -3
`Cc1ccc(F)cc1NCC(=O)Nc1ccc(Br)cc1` across the screens: -15 | 5 | 5 | -10 | -14 | -1 | 7 | 7 | -6

Continuation:
No. | molecule | CHRM1 antagonist | TAAR1 ag | CHRM1 PAM | CHRM5 antagonist | M4 antag | M5 ag | CHRM4 agonist | M5 PAM | M1 ag
21 | CCOC(=O)C1(C)C(=O)CC2c3nc4ccccc4cc3CN2C1=O (stereo unspecified) | -14 | 8 | 9 | 9 | -8 | 0 | 1 | -2 | -1
22 | O=C(NC1CCC1)C1CCC(=O)N(Cc2ccccc2F)C1 (stereo unspecified) | -2 | 8 | 4 | 4 | 4 | -4 | 1 | -1 | -2
23 | COc1cccc(NC(=O)CN(C)C(=O)CSc2ncnc3sc(C)c(C)c23)c1 | -2 | 3 | -2 | 4 | -17 | -4 | 0 | -11 | 0
24 | CCCN(CCC)CCNC(=O)Cn1cnc2sc(C)c(S(=O)(=O)N3CCOCC3)c2c1=O | -2 | 2 | 6 | -5 | -1 | -1 | 0 | -1 | -4
25 | Cc1cc(=O)[nH]c2c(C)cc(S(=O)(=O)NCc3ccccc3)cc12 | -6 | 4 | 6 | 5 | -4 | -2 | 5 | 0 | 0
26 | O=C(Nc1ccc(Cl)c(Cl)c1)c1ccc2c(c1)OCO2 | -9 | 3 | 1 | -11 | -10 | -2 | 3 | 2 | -4
27 | Cc1cc(NS(=O)(=O)c2ccccc2)no1 | 10 | 1 | -1 | 1 | -7 | 1 | 0 | 5 | -3
28 | Cc1cccc(CSCc2nnc(N)s2)c1 | -11 | 15 | 5 | 6 | -7 | -1 | 1 | -1 | -2
29 | CS(=O)(=O)N1CCN(c2nc(-c3ccc(F)cc3)cs2)CC1 | -9 | 3 | 6 | 0 | -2 | -1 | 2 | -3 | -1
30 | O=C(COc1ccccc1)c1cn(CC(=O)N2CCCC2)c2ccccc12 | -6 | 2 | 6 | 7 | -4 | -1 | 4 | -1 | -2
31 | COc1ccc(N=Cc2c[nH][nH]c2=O)cc1 | 4 | 13 | 6 | -2 | -9 | -4 | 1 | -7 | -4
32 | COc1cccc(-c2nc(Cl)nc3cc(Cl)ccc23)c1 | / | -3 | / | -1 | 10 | 1 | 0 | -3 | /
33 | Cc1ccc(CN2CCN(/N=C/c3ccc(C(=O)O)cc3)CC2)cc1 | 10 | -1 | 2 | -6 | -1 | -1 | 0 | 6 | -5
34 | Cc1ccccc1OCC(=O)N/N=C/c1ccccn1 | 4 | 0 | 0 | 0 | 3 | -1 | 0 | -4 | -5
35 | CCCOc1ccc(C(=O)NNC(=S)NC(=O)c2ccccc2[N+](=O)[O-])cc1 | 8 | 79* | 5 | 12 | 6 | 6 | 11 | -3 | 13
36 | CC(OC(=O)c1ccccc1Br)C(=O)Nc1nc(-c2cccc([N+](=O)[O-])c2)cs1 (stereo unspecified) | 0 | 5 | -5 | -1 | 16 | 0 | 2 | -3 | -1
37 | CN(C)/C=N/C(=S)Nc1ccccc1 | 0 | 8 | 2 | 0 | -6 | -2 | 1 | -10 | -5
38 | O=c1c2ccccc2nnn1COc1cccc2ccccc12 | 9 | 2 | 0 | 8 | 2 | -5 | 0 | -5 | -2
39 | O=C(c1ccc(S(=O)(=O)Nc2ccccc2F)cc1)N1CCN(c2ccccn2)CC1 | 51* | 9 | -27 | -1 | -16 | 5 | 13 | -12 | -5
40 | CN(c1ccccc1C(=O)Nc1ccc(CC#N)cc1)S(=O)(=O)c1ccccc1 | -4 | 5 | -3 | 12 | -4 | -6 | 3 | -5 | -10

A second format for part of the listing above:
The line under a structure holds: CHRM1 antagonist, TAAR1 ag, CHRM1 PAM, CHRM5 antagonist, M4 antag, M5 ag, CHRM4 agonist, M5 PAM, M1 ag
25	Cc1cc(=O)[nH]c2c(C)cc(S(=O)(=O)NCc3ccccc3)cc12
    -6, 4, 6, 5, -4, -2, 5, 0, 0
26	O=C(Nc1ccc(Cl)c(Cl)c1)c1ccc2c(c1)OCO2
    -9, 3, 1, -11, -10, -2, 3, 2, -4
27	Cc1cc(NS(=O)(=O)c2ccccc2)no1
    10, 1, -1, 1, -7, 1, 0, 5, -3
28	Cc1cccc(CSCc2nnc(N)s2)c1
    -11, 15, 5, 6, -7, -1, 1, -1, -2
29	CS(=O)(=O)N1CCN(c2nc(-c3ccc(F)cc3)cs2)CC1
    -9, 3, 6, 0, -2, -1, 2, -3, -1
30	O=C(COc1ccccc1)c1cn(CC(=O)N2CCCC2)c2ccccc12
    -6, 2, 6, 7, -4, -1, 4, -1, -2
31	COc1ccc(N=Cc2c[nH][nH]c2=O)cc1
    4, 13, 6, -2, -9, -4, 1, -7, -4
32	COc1cccc(-c2nc(Cl)nc3cc(Cl)ccc23)c1
    /, -3, /, -1, 10, 1, 0, -3, /
33	Cc1ccc(CN2CCN(/N=C/c3ccc(C(=O)O)cc3)CC2)cc1
    10, -1, 2, -6, -1, -1, 0, 6, -5
34	Cc1ccccc1OCC(=O)N/N=C/c1ccccn1
    4, 0, 0, 0, 3, -1, 0, -4, -5
35	CCCOc1ccc(C(=O)NNC(=S)NC(=O)c2ccccc2[N+](=O)[O-])cc1
    8, 79*, 5, 12, 6, 6, 11, -3, 13
36	CC(OC(=O)c1ccccc1Br)C(=O)Nc1nc(-c2cccc([N+](=O)[O-])c2)cs1 (stereo unspecified)
    0, 5, -5, -1, 16, 0, 2, -3, -1
37	CN(C)/C=N/C(=S)Nc1ccccc1
    0, 8, 2, 0, -6, -2, 1, -10, -5

The list goes on.
No. | molecule | CHRM1 antagonist | TAAR1 ag | CHRM1 PAM | CHRM5 antagonist | M4 antag | M5 ag | CHRM4 agonist | M5 PAM | M1 ag
41 | O=C(O)c1ccc(-c2noc(-c3ccc(F)cc3)n2)cc1 | -5 | 8 | 9 | 2 | -6 | 4 | 1 | 9 | 1
42 | COc1cccc(C(=O)CN(C(=O)c2ccc(Cl)c(Cl)c2)N2C(=O)C3CCCCC3C2=O)c1 (stereo unspecified) | -4 | 6 | 2 | -1 | -2 | 2 | -1 | 5 | -4
43 | COc1ccc(S(=O)(=O)N2CCCC2)cc1C(C)C | 5 | -1 | -7 | 18 | -1 | -5 | -1 | -12 | -10
44 | Cc1cccc(N2CCN(C(=O)/C=C/c3cccs3)CC2)c1C | -2 | -2 | -2 | 1 | -10 | -6 | -1 | -1 | -8
45 | COc1ccc(CN2CCNC(=O)C2CC(=O)NCCC2=CCCCC2)c(F)c1 (stereo unspecified) | -17 | 35 | 15 | 3 | 5 | -2 | 2 | -4 | -1
46 | Cc1ccc(SCCC(=O)OCn2nnc3ccccc3c2=O)cc1 | -9 | 2 | 9 | -2 | 1 | -2 | 2 | 7 | -5
47 | COc1ccc(/C=N/NC(=O)Nc2cccc3nsnc23)cc1 | -1 | 3 | 4 | -7 | -4 | -3 | 1 | 3 | -1
48 | COC(=O)CSc1nnc(-c2ccccn2)n1Cc1ccco1 | -8 | 1 | 9 | -1 | -2 | -1 | 1 | 0 | -6
49 | CCOC(=O)c1ccc(COC(=O)c2ccc(-c3nnc(-c4ccccc4)o3)cc2)o1 | -18 | 5 | 6 | 11 | 1 | -2 | 0 | 1 | -3
